# Source: PubChem BioAssay
# HSF1 activator – increases HSF-1 driven luciferase reporter signal. NIH3T3-HGL HSF-1 luciferase reporter, MG132, 8 h; 100% = twice DMSO control signal. activation, % at 9 µM. actives 1.7% (n = 300,000). AID 504408;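 active = mean replicate activation of at least 50% with a set share of replicates each reaching 50%; inconclusive = only one of those two conditions met; inactive = mean below 50% and too few replicates reaching it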;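 also: 0% = median of the neutral control wells and 100% = twice that signal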
# aSyn 5UTR inh – 5' untranslated region of α-synuclein, MLPCN primary screen | alpha-synuclein 5'UTR reporter, inhibitor activity | actives 0.82% (n = 300,000) | inhibition, % (tested at 7.5 µM); in the data active = inhibition above about 60%; inconclusive = no clear call, values can overlap the other calls;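 also: H4 neuroglioblastoma cells stably carrying SNCA 5'UTR luciferase fusion; 0% = DMSO wells and 100% = positive control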
# IEC-6 tox – kills IEC-6 intestinal cells in KLF5 counter-screen; actives 0.78% (n = 290,000); IEC-6 cytotoxicity, luminescence viability; inhibition, % at 5 µM; in the data active = inhibition above about 22%;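 also: 0% = plate median of test compound wells and 100% = cytotoxic reference compound wells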
# HSF1 inhib – HSF1 inhibition; actives 0.77% (n = 300,000); NIH3T3-HGL HSE-luciferase, MG132-induced, luminescence 8 h; stronger effect = lower value; AID 2098; activity change, negative = inhibition, % at 7.5 µM (by protocol);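 active = more than half of replicate wells show activity change below -50%, luminescence cut by over half; inconclusive = some wells, but at most half, below -50%; inactive = no replicate well below -50%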;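 also: luciferase reports HSF-1 transcriptional activity via heat shock element; 0% = median of DMSO wells and -100% = zero luminescence signal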
# HSP90 inh – blocks HSP90-mediated luciferase refolding in reticulocyte lysate. Rabbit reticulocyte lysate, luciferase refolding luminescence, 3 h. inhibition, % at 5.6 µM. actives 0.91% (n = 290,000). AID 1789;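 active = inhibition above the screen-wide mean plus 3 SD, computed separately per campaign, cut at about 16% in these data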;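 also: 0% = DMSO wells and 100% = 60 µM geldanamycin wells; inhibitors lower the luminescence because luciferase stays unfolded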
# GSK3A inh – human GSK-3 alpha kinase inhibition. P49840. ADP-Glo luminescence, 60 min. inhibition, % at 10 µM. actives 0.1% (n = 320,000). AID 2650;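 in the data active = inhibition above about 50%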;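 also: GST-tagged GSK-3 alpha with peptide substrate and 25 µM ATP; 0% = DMSO neutral wells and 100% = GW8510 positive control wells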
# Target sequence (P49840 whole entry, looked up): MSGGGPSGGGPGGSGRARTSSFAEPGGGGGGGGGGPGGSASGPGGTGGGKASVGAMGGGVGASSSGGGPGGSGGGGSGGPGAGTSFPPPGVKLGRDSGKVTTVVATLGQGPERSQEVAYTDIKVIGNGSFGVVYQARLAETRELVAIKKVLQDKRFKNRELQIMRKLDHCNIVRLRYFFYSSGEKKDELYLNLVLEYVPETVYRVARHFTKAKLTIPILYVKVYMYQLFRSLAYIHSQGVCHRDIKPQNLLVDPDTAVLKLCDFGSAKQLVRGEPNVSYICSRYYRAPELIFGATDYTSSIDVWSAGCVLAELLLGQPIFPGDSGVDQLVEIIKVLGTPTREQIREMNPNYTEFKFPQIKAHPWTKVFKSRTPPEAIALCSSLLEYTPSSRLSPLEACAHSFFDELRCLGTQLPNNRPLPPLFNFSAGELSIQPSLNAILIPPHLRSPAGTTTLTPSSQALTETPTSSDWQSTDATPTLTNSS
# AI-2 QS mod – modulates the Vibrio harveyi AI-2 quorum sensing system. Vibrio harveyi JMH597 AI-2 luminescence/OD600 ratio, 9 h; stronger effect = lower value; strain lacks LuxN and CqsS sensors; 0 = neutral-control median. AID 2094. actives 0.4% (n = 300,000). activity change, % at 7.5 µM; in the data active = activity change below about -75%, passing the limit was not always enough; inconclusive = no clear call, values can overlap the other calls;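 also: luminescence divided by OD600 gain over 9 h not by final OD600 alone; inactives centre near 13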
# GSK3beta inhib – inhibitors of human GSK3beta kinase | activity score (negative = inhibition), % at 10 µM | GST-GSK3beta kinase, ADP-Glo luminescence, 60 min; stronger effect = lower value | P49841 | actives 0.038% (n = 300,000);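 active = more than half of replicate wells score below -50%, meaning over 50% inhibition versus plate controls; inconclusive = some replicates but at most half score below -50%; inactive = no replicate scores below -50%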;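 also: 0% = median DMSO wells and -100% = median GW8510 positive control wells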
# Target sequence (P49841 whole entry, looked up): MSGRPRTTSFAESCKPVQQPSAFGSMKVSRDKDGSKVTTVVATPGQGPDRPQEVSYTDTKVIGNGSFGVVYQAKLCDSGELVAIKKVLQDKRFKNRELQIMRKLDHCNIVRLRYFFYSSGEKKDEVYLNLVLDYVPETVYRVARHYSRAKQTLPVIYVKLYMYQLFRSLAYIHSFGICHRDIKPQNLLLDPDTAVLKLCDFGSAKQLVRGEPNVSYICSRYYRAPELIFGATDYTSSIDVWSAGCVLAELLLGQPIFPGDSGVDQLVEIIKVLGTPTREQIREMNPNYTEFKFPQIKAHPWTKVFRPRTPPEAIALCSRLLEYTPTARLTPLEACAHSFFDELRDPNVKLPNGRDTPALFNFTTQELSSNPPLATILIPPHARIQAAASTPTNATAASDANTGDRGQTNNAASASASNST
#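 test system = GST-tagged human GSK3beta kinase, cell-free | reagent = 25 µM ATP with peptide substrate | dosing = one dose of 10 µM per compound | schedule = 60 min reaction, RT | detection = luminescent ADP-Glo measurement of ADP formed | control set = DMSO neutral wells and GW8510 at 20 µM as positive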
# KLF5 inhibitor – suppresses KLF5 promoter-driven expression | DLD-1 KLF5 promoter-luciferase reporter, luminescence | inhibition, % at 5 µM | actives 0.23% (n = 290,000) | AID 1700;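 active = inhibition above a per-plate limit of that plate's mean compound inhibition plus 3 SD, cut at about 60% in these data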;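 also: 0% = DMSO wells and 100% = LY294002 at 200 µM; higher means less KLF5 promoter-driven luciferase light; inactives centre near -14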
# HIF activator – HIF pathway transcriptional activation | actives 0.32% (n = 300,000) | activation, % at 7.5 µM (by protocol) | U2OS HRE-luciferase reporter, luminescence; normalized: DMSO 0%, desferrioxamine 100%;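 active = mean activation of at least 10% of the iron chelator positive control signal, with at least half of replicates also reaching 10%; inconclusive = mean and replicate majority disagree about reaching 10%; inactive = mean and most replicates under 10%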
# * hit, by the source's call; ? = inconclusive; · = not tested or not shown.
# Values run as follows: HSF1 activator, aSyn 5UTR inh, IEC-6 tox, HSF1 inhib, HSP90 inh, GSK3A inh, AI-2 QS mod, GSK3beta inhib, KLF5 inhibitor, HIF activator
COc1cc(/C(C)=N/N2CCN(c3ccccc3OC)CC2)ccc1O
  16, -6, -7, 4, -5, -3, 14, 3, -39, 2.5
CC(=O)NCCn1c(SCc2ccc(C)cc2C)nc2ccccc2c1=O
  12, 14, -3, 5, -4, -2, 4, -1, -7, -0.3
Cc1ccc(NC(=O)c2ccc3ccccc3n2)nc1
  47, -163, 12, 24, -1, -2, 14, 0, -25, 2.9
COc1ccc(OCC(=O)NC(CC(=O)O)c2ccc(OC)c(OC)c2)cc1 (stereo not drawn)
  -14, 13, 0, -3, -3, -4, 14, 2, -3, -0.3
CCCCCCOc1ccc(OC(=O)c2ccncc2)cc1
  18, -38, 13, 3, 0, 2, 4, -1, -29, 1.8
Cc1cc(C)c2c(c1)N[C@H](c1cccs1)[C@@H]1CCO[C@H]21
  2, -11, 5, 5, -2, -2, 12, -15, -12, -0.8
NNC(=O)c1c(O)c2cccc3c2n(c1=O)CCC3
  -3, 26, 5, -3, 19*, 0, -2, 1, -1, 0.5
CCc1c(C)nc2ncnn2c1Nc1ccc(C)c(C)c1
  28, 5, 2, 15, 2, 2, 9, 1, -10, -0.4
Nc1cc(=O)nc(SCC(=O)Nc2ccccc2)n1-c1ccccc1
  42, 9, -4, 8, 0, -1, 4, 3, -12, -0.7
CNC(=S)SCCOc1ccccc1C
  -1, -10, -1, 2, 3, -2, 2, -3, 5, 0.1
CCNC(=S)NS(=O)(=O)c1ccc(Cl)cc1
  3, -16, -5, -1, -1, ·, -25, 4, 13, -0.1
CCOC(=O)c1c(-c2ccccc2)nnn1-c1nc(OCC)nc(N2CCCCC2)n1
  -9, 13, -3, -1, 3, 1, 6, -10, -5, -1.2
CCOc1cccc(CN2CCN(CCc3ccccc3)C(CCO)C2)c1O (stereo not drawn)
  7, -13, -6, 2, -2, 0, 31, 1, 3, -0.4
Cc1onc(-c2c(Cl)cccc2Cl)c1C(=O)c1ccccc1
  13, 1, -1, -3, 3, -1, 10, 1, -11, -0.9
OC1(c2ccccc2F)CCN(Cc2nnc(-c3ccccc3)o2)CC1
  14, -13, -7, 7, -2, 0, -2, -3, -8, -38
Cc1ccc(NC(=O)CN(C)CC(=O)Nc2ccc(F)c(Cl)c2)cc1
  -3, 14, 6, 0, 0, -2, 6, 1, -15, -0.6
CN(C)S(=O)(=O)c1ccc(Cl)c(C(=O)Nc2ccc(S(=O)(=O)N3CCOCC3)cc2)c1
  2, 3, 2, -3, 2, -1, 17, 5, -10, -0.1
CCC(=O)Nc1cccc(NC(=O)c2ccc3c(c2)OCCO3)c1
  9, -105, ·, 6, ·, -1, 0, 1, ·, 1.3
Cc1ccc(C(=O)N2CCCC2)c(F)c1F
  -17, 0, -1, 0, 1, 0, 28, 4, -21, 0.0
C#CCOCCOCCOCCNc1nc(N2CCN(C(=O)[C@H]([C@@H](C)O)n3cc(CCCCN)nn3)CC2)nc(N2CCN(C(=O)[C@H](C)n3cc(CCCN=C(N)N)nn3)CC2)n1
  -15, 18, 1, -3, -4, ·, 8, 1, -5, 0.1
Fc1ccccc1N1CCN(c2ncnc3[nH]ncc23)CC1
  20, 24, 3, 10, 1, 3, 49, -5, -32, -33
CSc1ccccc1NC(=O)CN(C)C(C)C(=O)NC(=O)NC1CCCCC1 (stereo not drawn)
  0, 0, ·, 1, ·, 0, 9, 0, ·, -0.3
CC(C)(C)c1csc(NC(=O)c2cccs2)n1
  55*, -84, -5, 27, 2, 0, 1, 4, -141, 5.6
O=C(c1ccc(F)cc1)N1C2CCC1CC(O)(c1ccc(F)cc1)C2 (stereo not drawn)
  7, 6, -2, 7, 1, 3, 16, -2, -22, -0.3
Cc1cc(C(=O)Nc2ccccc2C(=O)O)ccc1NC(=O)COc1cccc([N+](=O)[O-])c1
  1, 11, -3, 0, 0, -9, 17, 2, -12, -0.3
CCOc1ccccc1NC(=O)NC1Cc2ccccc2C1
  -6, 0, -6, -5, 3, -1, 1, 0, 9, -0.5
CCOC(=O)N1CCN(C(=O)CN(Cc2ccc(Cl)cc2)S(=O)(=O)c2ccc(C)cc2)CC1
  0, 1, -1, 5, 1, -3, 8, 2, 7, -0.2
Nc1nc2ccccc2n1CCOc1ccc(F)cc1
  7, 4, -6, -5, 1, -1, 21, 0, -75, 0.3
COc1ccc(Cn2c(=O)[nH]c3cc(C(=O)NCCCN4CCCCC4)ccc3c2=O)cc1
  ·, ·, 0, ·, -3, 1, ·, ·, -17, ·
COCCNC(=O)C(c1ccc(Cl)cc1)N(C(=O)Cn1nnc2ccccc21)c1cccnc1 (stereo not drawn)
  1, 10, -5, 2, -2, 15, 16, 1, -7, 0.0
Cc1ccc2[nH]c3ccccc3c(=O)c2c1
  47, -93, 3, 12, -2, 0, 20, 0, -54, 4.0
CCOC(=O)c1cc(-c2ccc(N3CCOCC3)cc2)nn1-c1ccc(F)cc1F
  -20, -6, 0, -3, 2, 0, 1, 1, -5, 0.4
Cc1ccccc1-c1nnn(CC(=O)N2CCN(C(=O)c3ccco3)CC2)n1
  -23, 9, ·, -14, ·, 0, 2, 0, ·, -0.2
Cc1cc(=O)[nH]c(SCC(=O)N2CCC(C(N)=O)CC2)n1
  -18, 14, -12, -8, -6, 1, 15, 4, -17, -0.2
C=CCn1c(SCC(=O)NCC2CCCO2)nc2sc(C)c(C)c2c1=O (stereo not drawn)
  -1, -13, -2, -3, 1, -1, 15, 2, -20, 0.7
CCOc1cc(CNCCCN2CCOCC2)ccc1OCC(=O)NC(C)(C)C
  -7, -28, 5, -4, 2, -1, 0, -1, -43, 0.0
CC(C)(CO)NCc1cccs1
  9, -10, -6, 0, 3, 0, 0, 2, -5, 0.1
COC(=O)C1=C(C)N(Cc2ccccc2)C(=O)N[C@H]1CCc1ccccc1
  -5, -12, ·, -8, ·, -1, 24, 4, ·, 0.1
CCO[C@H]1OC(C(=O)N2CCN(C)CC2)=C[C@@H](c2csc3ccccc23)[C@@H]1CCCO
  -1, -10, -8, 1, 18*, 1, 6, -1, -21, 0.3
COc1cc(Cl)ccc1OCc1cc(C(=O)N2CCC(N(C)C)C2)no1 (stereo not drawn)
  -3, 16, 8, 6, -3, 1, 9, -1, -25, 0.1
CNC(=S)N/N=C/c1c(C)nn(-c2cccc(Cl)c2)c1Cl
  0, 1, -11, 4, 2, -2, 1, -1, -33, 0.0
Cc1cc(C)nc(SCC(=O)N/N=C\C(Br)=C\c2ccccc2)n1
  ?, -13, 1, 27, 2, 7, 41, 0, 3, 0.1
CC(C)=CC(=O)N1CCCC(N2CCN(c3ccc(F)cc3)CC2)C1 (stereo not drawn)
  -9, 9, -3, 1, -4, -3, -7, -1, -27, 1.7
CC1CCC(NC(=O)c2cccc(S(=O)(=O)N3CCN(c4ccc(F)cc4)CC3)c2)CC1 (stereo not drawn)
  10, -72, ·, 5, ·, 0, 18, 2, ·, 0.8
CCOC(=O)C1CCN(C(=O)c2sccc2Cl)CC1
  ·, ·, -6, ·, 1, -2, 15, -3, -18, ·
CCN1C/C(=C/c2sccc2C)c2nc3ccccc3c(C(=O)O)c2C1
  -9, 6, -3, 0, 8, 0, 23, 1, -14, 0.1
CCOC(=O)Cn1c(CN2CCN(C(c3ccccc3)c3ccccc3)CC2)nc2c1c(=O)n(C)c(=O)n2C
  -9, 3, 2, 4, -1, -1, 34, 0, 6, -0.3
COCCn1c(C(C)C)nc2ccccc21
  6, 1, 1, -6, 0, -4, 13, -5, 1, 0.0
COc1ccc(-c2ncncc2-c2ccc(Cl)cc2)c(O)c1
  -9, 7, 3, -9, 4, 7, 14, -15, -11, 1.3
CCCn1nnc(NC(=O)Cc2ccccc2)n1
  -9, -5, -4, 3, 1, -15, 2, -1, -26, -0.1
CC(C)N1CCN(C(=O)c2cccc(Cl)c2)CC1
  7, -9, -1, -3, -5, -3, 25, 2, -11, -1.3
CCOc1cc(/C=C2\SC(=S)N(C(C(=O)O)c3ccccc3)C2=O)ccc1O (stereo not drawn)
  -25, -4, 2, -7, 1, 11, 34, 3, 5, 0.2
CSc1cccc(NC(=O)Cn2cnc(S(=O)(=O)N3CCCC3)c2)c1
  7, 14, -6, 1, -6, -3, 4, 1, 0, -0.1
CN(CC(=O)Nc1ccc(F)cc1)C(=O)COc1ccc([N+](=O)[O-])cc1Cl
  ·, 15, 0, ·, 2, -1, 16, -1, 3, 0.0
Cc1ccc[n+](C(C)C(=O)Nc2ccc(C)c([N+](=O)[O-])c2)c1 (stereo not drawn)
  2, -2, -2, 2, 3, -2, 20, 0, -9, -0.5
Cc1cc(-c2onc(C)c2C(N)=O)no1
  -4, -11, -10, -6, 0, -2, 24, 1, -9, 0.0
CN1CCC(Oc2ccccc2Sc2ccccc2)CC1
  -7, -5, 1, -6, -2, 3, 37, 0, -10, -1.6
Cc1c(C(=O)Nc2cc(F)cc(F)c2)cnn1-c1ccccc1
  41, -187, 0, 24, -4, 3, -8, 0, -154, 5.4
Cn1c(=O)c2[nH]c(COc3ccc(C(C)(C)C)cc3)nc2n(C)c1=O
  -1, -7, 8, 2, 2, 1, 8, -3, -4, 0.0
CCn1c(CCNC(=O)c2ccc(F)cc2)nc2ccccc21
  2, 2, -4, 9, -1, -2, 28, 1, -18, 0.2

# Next part:
# Values run as follows: HSF1 activator, aSyn 5UTR inh, IEC-6 tox, HSF1 inhib, HSP90 inh, GSK3A inh, AI-2 QS mod, GSK3beta inhib, KLF5 inhibitor, HIF activator
COc1ccc(N2CCN(C(=O)Cn3nnc(-c4ccc(OC)c(OC)c4)n3)CC2)cc1
  -1, 1, -5, -8, 2, -8, 2, 0, 6, 0.0
O=[N+]([O-])c1cccc(-c2nnc(-c3ccc4c(c3)OCO4)o2)c1
  -7, -78, 8, 6, 3, 1, -2, 0, -6, 1.3
Cn1c2ccccc2c2c(C(=O)N3CCN(c4ccccc4)CC3)cn(C3CCCC3)c(=O)c21
  -4, 14, -4, -2, 6, 0, 34, -3, -16, -39
CCCNc1c(NS(=O)(=O)c2cccc(C#N)c2)c(=O)oc2ccccc12
  -6, 3, -3, -2, -2, 0, 16, -2, -9, 0.1
CN(CCCNC(=O)C1CCCN(S(=O)(=O)c2cnc[nH]2)C1)c1ccccc1 (stereo not drawn)
  -5, 14, -6, 2, -2, -3, 17, 0, -10, ·
Cn1c(SCC(=O)c2cc3ccccc3o2)nnc1-c1ccccc1
  20, -39, 1, -2, -3, -1, 8, -1, -37, 0.0
CCCCOC(=O)Cc1c(O)c2ccccc2[nH]c1=O
  -25, 17, 3, -10, 2, -5, 16, -2, -39, -0.1
Cc1nn(C)c(Cl)c1NC(=O)OCc1ccccc1
  3, -7, 0, -13, 1, 1, 31, 2, -1, -0.2
COc1ccc(/C=C/C(=O)NC(=S)N2CCCC(C(N)=O)C2)cc1 (stereo not drawn)
  13, -45, -7, -3, -1, -2, 18, 0, -34, -0.1
